Source: PubChem (National Center for Advancing Translational Sciences (NCATS))
TbPYK inhibitor: T. brucei pyruvate kinase inhibition; actives 0.12% (n = 410,000); AID 624173; TbPYK enzyme, Kinase-Glo Plus ATP luminescence, 45 min; Q57TT1; Potency, µM (doses to about 76.8 µM), for the others: at the top dose activity, negative = inhibition, actives largely listed as inhibitors; further: nearly all actives have a fitted effect of over 50% in size
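Glycolytic pyruvate kinase of T. brucei was incubated with substrate, test compound and 130 uM ADP for 45 minutes at room temperature. Luminescent Kinase-Glo Plus signal was measured after 10 minutes.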
HCV inh: blocks hepatitis C virus; Huh7.5.1 HCVcc-Cre infection, luciferase reporter, 44 h; Potency, µM (top dose mostly 41.8 µM), for inactives: at the top dose activity change, negative = inhibition, most hits filed as inhibitors; actives 3.4% (n = 340,000); AID 651820
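Seed cells (1,000/well) for 4 h; treat with compound and infect with HCVcc-Cre, moi about 0.5. Incubate 44 h, then detect luciferase activity.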
Pf growth 96h: inhibits malaria parasite growth, 96 h; actives 6.9% (n = 320,000); AID 504834; P. falciparum luciferase reporter growth, 96 h; Potency, µM (titrated, usually from 28.7 µM), for the others: at the highest dose activity change, negative = inhibition, most hits filed as inhibitors
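Two parasite generations (96 h, 37 C, 5% CO2) of compound exposure in infected erythrocytes (0.05% parasitemia, 2% hematocrit). Luciferase-reporter P. falciparum; decreased luminescence indicates inhibited growth, aimed at apicoplast-acting delayed death.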
Sm TGR inh: S. mansoni TGR enzyme inhibition; purified TGR, DTNB reduction, TNB absorbance 405 nm; Q962Y6; actives 3% (n = 360,000); Potency, µM (highest dose often 114 µM), for inactives: at the top dose activity change, negative = inhibition, most hits filed as inhibitors; further: nearly all actives have a fitted effect of over 60% in size
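Kinetic colorimetric format: TGR-catalysed, NADPH-driven DTNB reduction monitored via TNB absorbance. Enzyme dispensed at 20 nM; compound exposure 15 min at room temperature before reaction start.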
LmPK inh: inhibitors of Leishmania mexicana pyruvate kinase; Q27686; AID 1721; purified LmPK, Kinase-Glo ATP luminescence, 1 h; Potency, µM (doses to about 57.5 µM), for inactives: at the highest dose activity change, negative = inhibition, actives largely listed as inhibitors; actives 0.37% (n = 290,000)
Target sequence (Q27686 whole entry, looked up): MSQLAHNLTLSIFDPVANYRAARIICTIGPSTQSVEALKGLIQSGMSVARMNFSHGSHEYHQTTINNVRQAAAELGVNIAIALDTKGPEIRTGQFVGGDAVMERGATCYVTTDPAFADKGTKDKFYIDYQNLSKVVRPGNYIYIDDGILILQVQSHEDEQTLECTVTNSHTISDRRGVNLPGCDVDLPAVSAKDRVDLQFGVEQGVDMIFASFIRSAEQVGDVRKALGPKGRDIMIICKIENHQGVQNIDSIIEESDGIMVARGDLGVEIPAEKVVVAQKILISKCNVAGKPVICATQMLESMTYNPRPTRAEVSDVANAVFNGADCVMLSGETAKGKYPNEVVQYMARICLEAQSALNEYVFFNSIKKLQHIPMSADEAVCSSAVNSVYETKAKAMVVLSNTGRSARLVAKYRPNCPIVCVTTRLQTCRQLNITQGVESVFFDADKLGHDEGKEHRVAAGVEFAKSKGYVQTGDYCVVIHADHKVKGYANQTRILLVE
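Kinase-Glo luminescence read after 1 h RT reaction of 0.1 nM LmPK with 0.5 mM PEP and 0.1 mM ADP. Activity scaled between uninhibited and enzyme-free controls.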
Pf growth 48h: inhibits P. falciparum growth in the first generation, 48 h. P. falciparum luciferase growth in erythrocytes, 48 h. actives 5.9% (n = 310,000). Potency, µM (highest dose often 28.7 µM), inactives show at the highest dose activity change, negative = inhibition, hits mostly inhibitors
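Read-out is firefly luciferase luminescence from an integrated reporter in P. falciparum, so falling signal marks reduced parasite growth. Infected erythrocytes were at 2% hematocrit and 0.1% parasitemia (final) in Albumax-supplemented RPMI 1640.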
An asterisk follows results filed as active; & = joins results of further samples; [ ] = dose if it differs, or a comment. The call rests on the fitted dose curve; in most records, active means well fitted curve in the direction sought with a large enough effect; inconclusive means small, poorly fitted or top-dose-only effect, or another doubt; inactive means no such curve, though single readings can be large; an effect the other way counts as inactive or inconclusive. On the % scale 0 is the no-effect control and ±100 the full control effect; potency means the concentration at half of the fitted maximal effect.

How did COc1cccc(-c2cc(C(=O)N3C(C)CCCC3C)no2)c1 (configuration not stated) do in these assays?
TbPYK inhibitor: 3.3%; HCV inh: -1.9%; Pf growth 96h: 8.2%; Sm TGR inh: -4.4%; LmPK inh: 10.5%

Results for COc1ccc(NC(C)=O)cc1NC(=O)C1CCCN1C(=O)c1cccs1 (configuration not stated) ?
TbPYK inhibitor: 2.4%; HCV inh: 12.7%; Pf growth 96h: -3.1%; Sm TGR inh: -1.6%; Pf growth 48h: -27.9%

Results for O=C(c1ccccc1)c1ccc(OCC(O)CN2CCN(Cc3ccccc3)CC2)cc1 (configuration not stated) ?
TbPYK inhibitor: 0.0%; HCV inh: inconclusive; Pf growth 96h: inconclusive; Sm TGR inh: 2.0%; LmPK inh: 2.1%; Pf growth 48h: inconclusive

How did CCCc1cc(C(=O)N/N=C/c2cccn2C)cs1 do in these assays?
TbPYK inhibitor: -3.1%; HCV inh: 6.8%; Pf growth 96h: 2.1%; Sm TGR inh: 1.4%; LmPK inh: -5.2%; Pf growth 48h: -22.2%

Results for CCC(CC)C(=O)Nc1nnc(S(=O)(=O)N(CC)c2ccc(OC)cc2)s1 ?
TbPYK inhibitor: -7.0%; HCV inh: 2.4%; Pf growth 96h: 36.4%[activator]; Sm TGR inh: 0.6%; LmPK inh: 3.6%; Pf growth 48h: inconclusive

How did Cc1ccnc(NS(=O)(=O)c2ccc(NC(=O)C3COc4ccccc4O3)cc2)n1 (configuration not stated) do in these assays?
TbPYK inhibitor: -27.2%; HCV inh: 5.1%; Pf growth 96h: 31.5%[activator]; Sm TGR inh: 4.5%; LmPK inh: 0.4%; Pf growth 48h: 16.3%

Results for Cc1cccc(N2CCN(S(=O)(=O)c3cc(-c4cc(C)no4)ccc3C)CC2C)c1 (configuration not stated) ?
TbPYK inhibitor: 5.2%; HCV inh: 3.98µM*; Pf growth 96h: 47.3%[activator]; Sm TGR inh: 3.5%; LmPK inh: 8.5%; Pf growth 48h: inconclusive

What do the screens show for `CCOc1cc(N2CCOCC2)c(OCC)cc1NC(=O)CCC1CCCC1`?
TbPYK inhibitor: 4.4%; HCV inh: 11.4%; Pf growth 96h: inconclusive; Sm TGR inh: -8.9%[11.4 µM]; LmPK inh: 4.9%

Results for O=S(=O)(Nc1cc(C(F)(F)F)ccc1N1CCOCC1)c1ccc2ccccc2c1 ?
TbPYK inhibitor: -3.7%; HCV inh: 0.0%; Pf growth 96h: 13.1µM*; Sm TGR inh: 1.1%; LmPK inh: 1.3%; Pf growth 48h: inconclusive

What do the screens show for `O=c1c2ccccc2c(C=Nc2ccc(O)cc2)c(O)n1-c1nccs1`?
TbPYK inhibitor: -5.8%; HCV inh: inconclusive; Pf growth 96h: inconclusive; Sm TGR inh: -17.9%; LmPK inh: -3.1%; Pf growth 48h: inconclusive

How did COc1ccc(-c2ccc(-c3noc(-c4ccco4)n3)c(OC)n2)cc1 do in these assays?
TbPYK inhibitor: 0.7%; HCV inh: inconclusive; Pf growth 96h: -9.8%; Sm TGR inh: -21.2%; LmPK inh: 1.8%; Pf growth 48h: 49.5%[activator]

What do the screens show for `S=c1[nH]nc(-c2ccco2)n1/N=C/C=C/c1ccccc1`?
TbPYK inhibitor: inconclusive; HCV inh: 14.1%; Pf growth 96h: 21.5%; Sm TGR inh: 10.3%; LmPK inh: 2.9%; Pf growth 48h: 31.0%[activator]

What do the screens show for `CS(=O)(=O)c1cnc(-c2ccccc2)nc1Oc1ccc(F)cc1`?
TbPYK inhibitor: 0.4%; HCV inh: 5.0%; Pf growth 96h: inconclusive; Sm TGR inh: -9.7%; LmPK inh: 2.3%; Pf growth 48h: 13.1µM*

Results for CC1CCN(CCCNC(=O)C2CC(=O)N(C3CCCCCC3)C2)CC1 (configuration not stated) ?
TbPYK inhibitor: 2.2%; HCV inh: 14.7%; Pf growth 96h: 52.7%[activator]; Sm TGR inh: 10.0%; LmPK inh: -7.8%; Pf growth 48h: 3.7%

How did COc1ccc(OCCN2CCOCC2)cc1 do in these assays?
TbPYK inhibitor: -0.6%; HCV inh: 10.4%; Pf growth 96h: inconclusive; Sm TGR inh: -4.6%; LmPK inh: 0.1%; Pf growth 48h: 7.9%

How did Cc1nnc(-c2cnn(C)c2N)n1Cc1ccc2c(c1)OCO2 do in these assays?
TbPYK inhibitor: 0.2%; HCV inh: 6.0%; Pf growth 96h: 38.2%[activator]; Sm TGR inh: -14.1%; LmPK inh: 2.2%; Pf growth 48h: 22.2%

What do the screens show for `CC(C)OCCCNC(=O)C(NS(=O)(=O)c1ccc2c(c1)c(=O)n(C)c(=O)n2C)c1ccccc1` (configuration not stated)?
Pf growth 96h: -17.3%; Sm TGR inh: 6.8%; LmPK inh: 0.4%; Pf growth 48h: inconclusive

What do the screens show for `O=C(CN1CCCC1)N1c2ccccc2Sc2ccccc21`?
TbPYK inhibitor: -11.4%; HCV inh: inconclusive; Pf growth 96h: 0.9%; Sm TGR inh: -3.7%; LmPK inh: 4.3%; Pf growth 48h: inconclusive

How did CCC(C)(C)NC(=O)C(c1ccncc1)N(C(=O)c1sc(C)nc1C)c1ccc(F)cc1 (configuration not stated) do in these assays?
TbPYK inhibitor: -3.8%; HCV inh: 18.5%; Pf growth 96h: inconclusive; LmPK inh: 1.9%; Pf growth 48h: -10.5%

Results for O=C(NC1(C(F)(F)F)Oc2ccc(Cl)cc2O1)N1CCC2(CC1)OCCO2 (configuration not stated) ?
TbPYK inhibitor: 0.2%; HCV inh: inconclusive; Pf growth 96h: 1.85µM*; Sm TGR inh: 44.7µM*; LmPK inh: -0.5%

Three compounds already listed, sorted by formula weight, lowest first.
How did COc1cccc(-c2cc(C(=O)N3C(C)CCCC3C)no2)c1 (configuration not stated) do in these assays?
TbPYK inhibitor: 3.3%; HCV inh: -1.9%; Pf growth 96h: 8.2%; Sm TGR inh: -4.4%; LmPK inh: 10.5%

How did Cc1ccnc(NS(=O)(=O)c2ccc(NC(=O)C3COc4ccccc4O3)cc2)n1 (configuration not stated) do in these assays?
TbPYK inhibitor: -27.2%; HCV inh: 5.1%; Pf growth 96h: 31.5%[activator]; Sm TGR inh: 4.5%; LmPK inh: 0.4%; Pf growth 48h: 16.3%

Results for O=S(=O)(Nc1cc(C(F)(F)F)ccc1N1CCOCC1)c1ccc2ccccc2c1 ?
TbPYK inhibitor: -3.7%; HCV inh: 0.0%; Pf growth 96h: 13.1µM*; Sm TGR inh: 1.1%; LmPK inh: 1.3%; Pf growth 48h: inconclusive

Of the compounds above, two contain a thiophene ring, fused or not.
Results for COc1ccc(NC(C)=O)cc1NC(=O)C1CCCN1C(=O)c1cccs1 (configuration not stated) ?
TbPYK inhibitor: 2.4%; HCV inh: 12.7%; Pf growth 96h: -3.1%; Sm TGR inh: -1.6%; Pf growth 48h: -27.9%

How did CCCc1cc(C(=O)N/N=C/c2cccn2C)cs1 do in these assays?
TbPYK inhibitor: -3.1%; HCV inh: 6.8%; Pf growth 96h: 2.1%; Sm TGR inh: 1.4%; LmPK inh: -5.2%; Pf growth 48h: -22.2%

The list continues:
What do the screens show for `COc1cc(NC(=O)N[C@@H](Cc2ccccc2)C(=O)O)cc(OC)c1`?
TbPYK inhibitor: 14.2%; HCV inh: 29.5%; Pf growth 96h: inconclusive; Sm TGR inh: -0.1%; LmPK inh: 7.4%; Pf growth 48h: 2.8%

What do the screens show for `Cc1ccc(NC(C)C(=O)N/N=C/c2ccc([N+](=O)[O-])s2)cc1` (configuration not stated)?
TbPYK inhibitor: -6.7%; HCV inh: inconclusive; Pf growth 96h: 14.7µM*; Sm TGR inh: 4.1%; LmPK inh: -6.0%; Pf growth 48h: inconclusive

How did CC1Cc2ccccc2N1c1ncnc2nc[nH]c12 (configuration not stated) do in these assays?
TbPYK inhibitor: 1.7%; HCV inh: -3.2%; Pf growth 96h: inconclusive; Sm TGR inh: -1.2%; LmPK inh: -3.5%; Pf growth 48h: 41.2%[activator]

How did Cc1ccc(S(=O)(=O)N2CCC(C(=O)N3CCC[C@H]3C(=O)NCc3ccco3)CC2)cc1 do in these assays?
TbPYK inhibitor: -5.5%; HCV inh: -4.3%; Pf growth 96h: 13.1µM*; Sm TGR inh: inconclusive; LmPK inh: 1.0%; Pf growth 48h: 11.7µM*

What do the screens show for `Cc1ccc(-c2nn(-c3ccccc3)cc2NC(=O)CCl)cc1`?
TbPYK inhibitor: 3.6%; HCV inh: inconclusive; Pf growth 96h: inconclusive; Sm TGR inh: inconclusive; LmPK inh: 1.4%; Pf growth 48h: inconclusive

Results for S=C(NCc1ccccc1)NCc1ccc(Cl)cc1 ?
TbPYK inhibitor: 3.0%; HCV inh: 2.7%; Pf growth 96h: inconclusive; Sm TGR inh: -14.3%; LmPK inh: 0.8%; Pf growth 48h: 9.5%

Results for CC1=CC(c2ccc(Cl)cc2)n2nc(NC(=O)c3ccccc3)nc2N1 (configuration not stated) ?
TbPYK inhibitor: -3.4%; HCV inh: -7.3%; Sm TGR inh: 44.7µM*; LmPK inh: 5.5%; Pf growth 48h: inconclusive

Results for CN(C)c1ccc(C=C2C(=O)OC3(CCCC3)OC2=O)cc1 ?
TbPYK inhibitor: -5.6%; HCV inh: 7.6%; Pf growth 96h: 26.7%; Sm TGR inh: -16.4%; LmPK inh: -2.0%; Pf growth 48h: 0.7%

Results for O=c1ccc2cc3c([nH]c4ccc(Br)cc43)oc-2c1O ?
HCV inh: 1.7%; Pf growth 96h: 26.3%; Sm TGR inh: 56.2µM*; LmPK inh: -7.7%; Pf growth 48h: 9.0%

How did CCOC(=O)C1CCN(C(=O)CN(c2cc(OC)ccc2OC)S(=O)(=O)c2ccccc2)CC1 do in these assays?
TbPYK inhibitor: 3.1%; HCV inh: 9.1%; Pf growth 96h: inconclusive; Sm TGR inh: -26.4%; LmPK inh: 5.5%; Pf growth 48h: 13.1µM*

Results for Cc1ccc(-c2[nH]nc(N)c2N=Nc2cccc(Cl)c2C)cc1 ?
TbPYK inhibitor: -12.0%; HCV inh: inconclusive; Pf growth 96h: -80.8%; Sm TGR inh: -6.5%; LmPK inh: 2.2%; Pf growth 48h: inconclusive

Results for O=C(NCc1ccco1)C(=O)NCC1OCCN1S(=O)(=O)c1ccc(Cl)cc1 (configuration not stated) ?
TbPYK inhibitor: -6.0%; HCV inh: 2.1%[8.37 µM]; Pf growth 96h: inconclusive; Sm TGR inh: -28.6%; LmPK inh: -1.6%; Pf growth 48h: 2.0%

What do the screens show for `CCCCCOC(=O)CSc1nnc(-c2cc(OC)c(OC)c(OC)c2)o1`?
TbPYK inhibitor: -2.7%; HCV inh: 16.3%&25.6%; Sm TGR inh: 6.4%; LmPK inh: -0.4%; Pf growth 48h: 2.8%

Results for CCN1CCCC1CNC(=O)C(=O)Nc1ccccc1 (configuration not stated) ?
TbPYK inhibitor: -1.1%; HCV inh: 5.5%; Pf growth 96h: inconclusive; Sm TGR inh: -4.9%; LmPK inh: -7.1%; Pf growth 48h: 95.8%[activator]

Results for C#CCN(C)CCCOc1ccc(Cl)cc1Cl ?
TbPYK inhibitor: 0.7%&-11.3%; HCV inh: -4.9%; Pf growth 96h: 4.5%&-9.5%; Sm TGR inh: 1.3%; LmPK inh: 1.3%; Pf growth 48h: 33.3%&34.4%[activator]

Results for CCN1C(=O)c2ccccc2S(=O)c2ccc(C(=O)NC3CC3)cc21 (configuration not stated) ?
TbPYK inhibitor: -4.6%; HCV inh: inconclusive; Pf growth 96h: inconclusive; Sm TGR inh: 2.2%; LmPK inh: -0.2%; Pf growth 48h: -0.5%
